# TLR9-MyD88 inh: blocks human TLR9 binding to MyD88; Q9NR96+Q99836; CHO BLA complementation TLR9-MyD88, CCF4 FRET ratio; inhibition, % at 4.98 µM; 340,000 tested, 0.21% active;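 active means inhibition above the mean over all tested compounds plus 3 SD, cut at about 21% in these data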;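 further: 0% = DMSO only wells and 100% = clavulanate BLA inhibitor control wells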
# SRC2 inh: inhibits human steroid receptor coactivator 2; HEK293 GAL4-SRC2 luciferase reporter, luminescence; inhibition, % at 9 µM; 370,000 tested, 0.17% active; AID 651957;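 active means inhibition above the mean inhibition of all tested compounds plus 3 SD, set per campaign, cut at about 52% in these data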;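 further: 0% = DMSO treated cells and 100% = cells given Gossypol at 36 µM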
# COUP-TFII inh: inhibitors of human COUP-TFII (NR2F2). P24468. 370,000 tested, 0.7% active. inhibition, % at 8.6 µM. HEK293T NGFI-A luciferase reporter, luminescence;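 active means inhibition above a per-plate cutoff, mean inhibition of test wells between control levels plus 3 SD, cut at about 38% in these data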;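 further: cells cotransfected with COUP-TFII expression vector driving the NGFI-A reporter; 0% = median of COUP-TF2 test wells and 100% = reporter-only cells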
# SRC1 inh: human NCOA1 inhibition. 360,000 tested, 0.12% active. inhibition, % at 3.6 µM. Q15788. HEK293 GAL4-SRC1 luciferase reporter, luminescence;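 active means inhibition above the campaign mean plus 3 SD, with each screening campaign given its own cutoff, cut at about 60% in these data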;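 further: 0% = DMSO treated cells and 100% = gossypol at 36 µM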
# ABHD5 PLIN5 PPI: inhibitors of human ABHD5-perilipin-5 interaction. Split G. princeps luciferase complementation, luminescence, 4 h. inhibition, % at 4 µM. 360,000 tested, 0.78% active;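 active means inhibition above the mean inhibition across every tested compound plus 3 SD, cut at about 22% in these data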;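 further: 0% = DMSO only wells and the 100% control is not disclosed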
# NR5A2 inv ag: NR5A2 inverse agonism in reporter assay. HEK293T StAR-luciferase reporter, LRH-1 transfected, 24 h. inhibition, % at 3.6 µM. O00482. 360,000 tested, 0.13% active;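 active means inhibition above the mean inhibition of all tested compounds plus 3 SD, cut at about 73% in these data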;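 further: 0% = DMSO wells and 100% = reporter-only cells lacking LRH-1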
# TROY NFkB inh: blocks TROY-dependent signaling in reporter cells; Q293 LMP1-TROYcd NF-kB luciferase reporter, 4 h; 360,000 tested, 0.98% active; inhibition, % at 10 µM;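 active means compounds whose plate-normalised and pattern-corrected inhibition of the luciferase reporter signal at the single screening dose is 50% or more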
# TWEAK-Fn14 inh: TWEAK-Fn14 signaling inhibition; TWEAK-stimulated Fn14 reporter cells, luciferase luminescence, 8 h; inhibition, % at 10 µM; 360,000 tested, 2% active; AID 1159606; in the data active means inhibition above about 50%
# NCOA3 inh: inhibits human SRC3 coactivator; Q9Y6Q9; HEK293 GAL4-SRC3 luciferase reporter, luminescence; inhibition, % at 3.6 µM; 360,000 tested, 0.17% active;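 active means inhibition above a per-campaign cutoff, the mean of all compounds plus 3 SD, cut at about 60% in these data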;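 further: 0% = DMSO-treated cells and 100% = gossypol-treated cells at 36 µM; higher means less SRC3-driven luciferase light from the GAL4 reporter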
# Target sequence (Q9Y6Q9 whole entry, looked up, the tested form may be a part): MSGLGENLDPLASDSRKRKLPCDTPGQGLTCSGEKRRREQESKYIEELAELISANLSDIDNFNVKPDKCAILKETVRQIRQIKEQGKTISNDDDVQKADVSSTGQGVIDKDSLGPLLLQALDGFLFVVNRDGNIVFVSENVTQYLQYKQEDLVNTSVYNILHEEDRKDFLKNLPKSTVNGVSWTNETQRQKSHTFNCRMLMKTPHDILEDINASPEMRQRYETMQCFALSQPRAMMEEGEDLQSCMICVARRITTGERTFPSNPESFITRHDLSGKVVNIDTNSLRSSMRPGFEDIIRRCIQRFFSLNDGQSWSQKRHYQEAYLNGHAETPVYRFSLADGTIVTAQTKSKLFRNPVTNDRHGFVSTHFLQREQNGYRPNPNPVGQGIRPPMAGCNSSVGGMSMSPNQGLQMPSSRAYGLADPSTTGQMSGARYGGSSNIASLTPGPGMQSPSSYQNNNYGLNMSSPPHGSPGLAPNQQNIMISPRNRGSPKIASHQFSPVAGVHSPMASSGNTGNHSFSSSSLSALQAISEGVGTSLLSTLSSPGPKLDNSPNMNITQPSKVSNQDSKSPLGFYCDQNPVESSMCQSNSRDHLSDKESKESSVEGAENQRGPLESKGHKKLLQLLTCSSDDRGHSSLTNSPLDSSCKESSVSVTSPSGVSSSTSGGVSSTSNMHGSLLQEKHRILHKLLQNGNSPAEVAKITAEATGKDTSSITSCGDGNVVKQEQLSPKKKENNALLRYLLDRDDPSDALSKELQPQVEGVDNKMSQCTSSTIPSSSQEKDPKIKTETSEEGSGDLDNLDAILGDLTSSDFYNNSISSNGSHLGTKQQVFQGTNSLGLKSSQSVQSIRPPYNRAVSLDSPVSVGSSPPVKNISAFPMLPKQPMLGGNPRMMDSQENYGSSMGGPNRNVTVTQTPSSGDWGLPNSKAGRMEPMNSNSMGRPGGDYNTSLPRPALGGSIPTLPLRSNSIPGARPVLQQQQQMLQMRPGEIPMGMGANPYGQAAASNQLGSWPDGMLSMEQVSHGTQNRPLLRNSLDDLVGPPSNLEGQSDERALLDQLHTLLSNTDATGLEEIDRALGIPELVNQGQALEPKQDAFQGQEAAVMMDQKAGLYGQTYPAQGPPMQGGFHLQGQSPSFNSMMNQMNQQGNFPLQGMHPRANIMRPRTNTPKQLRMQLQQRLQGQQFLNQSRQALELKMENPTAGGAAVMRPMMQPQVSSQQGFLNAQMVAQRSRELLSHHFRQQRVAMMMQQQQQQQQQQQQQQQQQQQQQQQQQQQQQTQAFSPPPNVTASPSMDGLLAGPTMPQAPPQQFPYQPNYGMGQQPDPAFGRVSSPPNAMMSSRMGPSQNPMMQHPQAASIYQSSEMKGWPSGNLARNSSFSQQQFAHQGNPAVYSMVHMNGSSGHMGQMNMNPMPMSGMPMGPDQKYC
# NOD2-RIPK2 inh: NOD2-RIPK2 protein interaction inhibition; 360,000 tested, 0.38% active; O43353; inhibition, % at 4.98 µM; CHO BLA complementation NOD2-RIPK2, CCF4 ratio; in the data active means inhibition above about 21%;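 further: 0% = vehicle only and 100% = reference blocker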
# Exocytosis inh: blocks lytic granule exocytosis | TALL-104 LAMP-1 surface exposure, flow cytometry; cells stimulated with thapsigargin and PMA | inhibition, % at 10 µM | 360,000 tested, 0.66% active | AID 651702;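 active means inhibition above about 55%, limit read from the data; inconclusive means no clear call, values can overlap the other calls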
# The depositor's hits bear a star; ? = inconclusive; . = not tested or not shown. The list is partial (hit frequency here may not be typical).
SMILES,TLR9-MyD88 inh,SRC2 inh,COUP-TFII inh,SRC1 inh,ABHD5 PLIN5 PPI,NR5A2 inv ag,TROY NFkB inh,TWEAK-Fn14 inh,NCOA3 inh,NOD2-RIPK2 inh,Exocytosis inh
C=CCOc1ccc(Cl)cc1C(=O)O,1,-19,-16,-3,0,1,18,2,22,0,0
Cc1ccc(C)c(-c2nnc(NC(=O)c3ccc([N+](=O)[O-])o3)o2)c1,-9,0,7,12,-5,-3,0,29,5,-3,6
CCOc1ccc(CN2CCNC(=O)C2CC(=O)NCCCC2CCCC2)cc1 (stereo not given),-11,3,4,-8,0,-14,-8,7,7,10,0
CCc1cccc2c(C(=O)CSc3nnc(-c4ccoc4C)n3C)c[nH]c12,-3,4,16,-26,0,8,1,-5,-17,-5,-4
COCCNC(=O)C1(C)CCCN(C(=O)c2ccccc2C(F)(F)F)C1 (stereo not given),.,1,-13,3,4,19,-5,12,13,2,-5
O=C(N/N=C/c1coc2ccccc2c1=O)c1cccc([N+](=O)[O-])c1,-7,-5,10,14,0,2,12,7,3,-11,7
c1ccc(OCCNc2nc(NCC3CC3)nc3ccsc23)cc1,.,21,26,-50,3,5,17,48,9,-11,-2
CS(=O)(=O)N(CC(=O)NC1CCCCC1)Cc1ccc(F)cc1,-1,15,-1,-25,-4,9,-9,-12,5,-16,10
O=S(=O)(c1ccc(Cl)c(NC(=S)N/N=C/c2c(F)cccc2F)c1)N1CCOCC1,0,16,13,13,-7,-4,16,-10,1,-20,-3
Cc1cc(C(=O)CSc2nc3ccc(Cl)cc3[nH]2)c(C)n1CC1CCCO1 (stereo not given),11,10,18,-7,-9,-8,14,13,-1,2,1
Cc1ccc2c(c1)COc1c3ccc(C(=O)N4CCCCC4)cc3nn1-2,-11,-39,-62,-75,-1,-130,-43,3,-112,-2,-3
Cc1cc(Cl)ccc1NC(=S)NCc1ccc(S(N)(=O)=O)cc1,-1,-13,-4,-4,5,7,-10,-5,20,5,-1
Cn1nc(C(F)(F)F)c(-c2ccc(Br)cc2)c1NC(=O)Nc1ccc(F)cc1F,-13,-6,1,-21,-11,15,30,15,13,-8,3
Cc1ccc(C2(C)NC(=O)N(CC(=O)N3CCc4ccccc43)C2=O)cc1 (stereo not given),-6,8,-7,-35,-7,-3,4,1,-3,-6,14
Cc1ccc(NC(=O)CCC(=O)OCC(F)(F)C(F)F)cc1,-7,2,9,1,-3,-10,5,4,-4,2,0
CC(NC(=O)COC(=O)Cn1cnc2ccccc2c1=O)C1CC2CCC1C2 (stereo not given),4,12,-9,-1,-2,0,-13,-8,0,7,2
Cc1ccccc1NC(=O)COC(=O)c1ccc(CSc2ccc(Cl)cc2)cc1,-1,-6,1,-12,-1,-20,9,-7,-4,-8,-2
CC1(C(=O)Nc2ccc3c(c2)OCCO3)CCN1C(=O)c1cccc(F)c1 (stereo not given),.,4,-13,6,-5,0,2,-15,-5,1,-6
CC(C)C(C(=O)NCc1ccco1)N(C(=O)CNS(=O)(=O)c1ccccc1)C1CCCC1 (stereo not given),-4,0,-14,-11,-3,-2,-9,-12,5,-16,?
Cc1c(CN2CCC(n3nccc3NC(=O)C3CC3)CC2)[nH]c2ccccc12,1,-12,17,-7,6,12,-13,-2,11,-10,-5
CCOC(=O)c1oc2ccccc2c1COC(=O)CNC(=O)c1ccccc1OC,3,-16,-5,-12,10,-1,17,-10,-6,-7,-1
O=C(NCCN1CCNC1=O)c1ccc2sc([C@H]3C[C@H](O)[C@@H](CO)O3)nc2c1,.,5,1,13,0,8,4,0,-27,-7,0
Cc1ccc2nc(SCC(=O)NCc3ccccc3)nc(=O)n2c1,2,5,13,-19,3,-7,-8,1,8,2,4
NC(=O)C1CCN(C(=O)CCc2nc3ccccc3c(=O)[nH]2)CC1,12,-17,-3,4,-1,15,-20,0,18,9,3
O=C(N/N=C/c1ccncc1)c1ccc(NC(=O)c2ccc(Cl)cc2)cc1,-4,-6,7,2,-5,-9,0,40,-17,13,-2
CC(C)c1ccc(NC(=O)c2ccc(NS(C)(=O)=O)cc2)cc1,2,-24,-17,3,-2,-2,-3,-38,5,-7,-1
Cc1nc(C)c(-c2ccc(SCC(=O)Nc3ccccc3)nn2)s1,1,-12,7,-24,-5,1,17,0,3,-3,1
Cc1cc(CNC(=O)COc2ccccc2F)c2ccccc2n1,9,-30,4,-31,3,-40,-13,5,-28,-2,5
COc1ccc2[nH]cc(CCNC(=O)COc3cc(C)cc4oc(=O)cc(C)c34)c2c1,5,-19,4,-7,9,17,-3,-13,5,-6,-9
CCOCCn1c(=NC(=O)c2ccc(S(=O)(=O)N3CCOCC3)cc2)sc2cc(S(N)(=O)=O)ccc21,11,0,16,-37,-1,-21,20,10,-15,-5,3
COc1ccc(-n2nc(C(=O)NCC(=O)NCc3ccc(F)cc3)c3ccccc3c2=O)cc1OC,5,13,-7,-5,1,18,7,-4,2,-4,-1
Fc1ccccc1NC(=S)NCc1ccc2c(c1)OCO2,-7,9,-9,-12,-5,-21,-11,-2,5,-2,6
COc1ccccc1CN1CCCC(CNC(=O)c2cccc3ccccc23)C1 (stereo not given),-5,7,-10,-6,-5,7,6,-4,-3,-5,13
CCOC(=O)C(=CNc1ccc(Oc2cccnc2)nc1)C(=O)OCC,-1,13,-2,-36,-8,11,-1,10,2,-9,1
Cc1cccc(N(C(=O)c2csnn2)C(C(=O)NC2CCCCC2)c2ccncc2)c1 (stereo not given),0,-14,0,-14,3,-12,-6,7,-5,-15,2
COc1ccccc1NC(=O)C1=C(C)NC2=C(C(=O)CCC2)C1c1ccc(C)o1 (stereo not given),-9,-26,16,-3,12,-21,15,7,-4,6,3
CCCc1[nH]nc2c1C(c1cccc(OC(=O)c3ccco3)c1)C(C#N)=C(N)O2 (stereo not given),0,14,17,14,-2,15,1,0,9,-22,0
CCCN(C(=O)COC(=O)CCOc1ccccc1)c1c(N)n(Cc2ccccc2)c(=O)[nH]c1=O,7,-3,-19,-9,-7,3,-7,-152,4,2,-6
COC(=O)c1ccccc1NC(=S)NC(=O)c1ccccc1C,-7,-9,-9,-64,3,3,-5,12,-11,4,0
COC(=O)c1ccc(CSc2nnc(Nc3ccc(C)cc3)s2)o1,7,10,-1,8,-4,-2,-1,2,-13,-1,2

# Grouped by structure: those above with fluorine
SMILES,TLR9-MyD88 inh,SRC2 inh,COUP-TFII inh,SRC1 inh,ABHD5 PLIN5 PPI,NR5A2 inv ag,TROY NFkB inh,TWEAK-Fn14 inh,NCOA3 inh,NOD2-RIPK2 inh,Exocytosis inh
COCCNC(=O)C1(C)CCCN(C(=O)c2ccccc2C(F)(F)F)C1 (stereo not given),.,1,-13,3,4,19,-5,12,13,2,-5
CS(=O)(=O)N(CC(=O)NC1CCCCC1)Cc1ccc(F)cc1,-1,15,-1,-25,-4,9,-9,-12,5,-16,10
O=S(=O)(c1ccc(Cl)c(NC(=S)N/N=C/c2c(F)cccc2F)c1)N1CCOCC1,0,16,13,13,-7,-4,16,-10,1,-20,-3
Cn1nc(C(F)(F)F)c(-c2ccc(Br)cc2)c1NC(=O)Nc1ccc(F)cc1F,-13,-6,1,-21,-11,15,30,15,13,-8,3
Cc1ccc(NC(=O)CCC(=O)OCC(F)(F)C(F)F)cc1,-7,2,9,1,-3,-10,5,4,-4,2,0
CC1(C(=O)Nc2ccc3c(c2)OCCO3)CCN1C(=O)c1cccc(F)c1 (stereo not given),.,4,-13,6,-5,0,2,-15,-5,1,-6
Cc1cc(CNC(=O)COc2ccccc2F)c2ccccc2n1,9,-30,4,-31,3,-40,-13,5,-28,-2,5
COc1ccc(-n2nc(C(=O)NCC(=O)NCc3ccc(F)cc3)c3ccccc3c2=O)cc1OC,5,13,-7,-5,1,18,7,-4,2,-4,-1
Fc1ccccc1NC(=S)NCc1ccc2c(c1)OCO2,-7,9,-9,-12,-5,-21,-11,-2,5,-2,6

# Bioassay records deposited in PubChem BioAssay by several laboratories.
